TAG inh = inhibitors of triacylglycerol accumulation, primary screen, cell-based, uHTS, fluorescence, H9c2; H9c2 cells, Nile Red lipid (TAG) fluorescence; cells loaded with 200 µM oleic acid; inhibition, % at 12.5 µM; 0.66% of 230,000 active;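 active = pattern-corrected inhibition of lipid staining of at least 50% with the nuclear-stain viability signal not falling by more than 50%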;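 note: 0% = DMSO wells and 100% = triacsin C control wells; some results filed as inactive read as strong as hits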
TAG inh DAPI viability = recorded beside TAG inh, whose call it bears; DAPI nuclei signal change (viability), lower = more cytotoxic, %;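 whole-well DAPI fluorescence read on a plate reader as a viability signal; minus 50 percent equals half of cells still viable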
Numbers without * were called inactive; i = inactive.

Screens in order: TAG inh | TAG inh DAPI viability
CN(C)c1ccc(C=NN2CCCCCC2)cc1
 : 7 | 4
Cc1ccc(NC(=O)Cc2n[nH]c(=S)n2C)cc1
 : 10 | -5
O=C(Nc1cc(C(F)(F)F)ccc1N1CCCCC1)c1ccco1
 : 10 | -12
O=C(O)CSc1ncnc2c1sc1nc(-c3ccccc3)c3c(c12)CCC3
 : 5 | 4
Cc1ccc(NC(=O)CSc2ccc(C(N)=O)cc2[N+](=O)[O-])cc1C
 : 11 | -5
CSc1nc(-c2ccc(C)cc2)nc(C(Cl)Cl)n1
 : 126 | -72
CC(=O)OCC1OC(COC(C)=O)(c2ccc(C)cc2)C(OC(C)=O)C1OC(C)=O (configuration not stated)
 : 4 | -1
CC1(C)NC(=O)N(CC(=O)N2CCN(c3cccc(Cl)c3)CC2)C1=O
 : 6 | 10
COc1ccc(CN2[C@@H](CC(C)=O)c3cc(C(F)(F)F)ccc3S2(=O)=O)cc1
 : -37 | 12
CCN1CCN(C(C(=O)NC2CCCC2)c2cc3c(cc2[N+](=O)[O-])OCO3)CC1 (configuration not stated)
 : -11 | 7
CSc1nc2ccc3nc(NC(=O)c4ccc(C)cc4)sc3c2s1
 : 36 | 46
COC(=O)[C@]1(CC(C)C)N[C@H](c2ccc(-c3ccc(Cl)c(Cl)c3)cc2)[C@@H]2C(=O)N(C)C(=O)[C@@H]21
 : 37 | 5
Cc1ccc(C)c(OCC(=O)N(Cc2ccccc2)c2c(N)n(Cc3ccccc3)c(=O)[nH]c2=O)c1
 : 2 | -4
Cc1ccc(S(=O)(=O)N(C)C)cc1NC(=O)CN1C(=O)NC2(CCCCCC2)C1=O
 : -7 | -4
CS(=O)(=O)c1sc(C#N)c2c1C(=O)CC(c1ccccc1)C2 (configuration not stated)
 : 93* | -41*
CN(C(=O)c1cccc(NC(=O)Cc2cccc(NC(=O)C3CCN(C(=O)c4ccccc4)CC3)c2)c1)C1CC1
 : -8 | 12
COc1cc2c(cc1O)C(Cc1ccc(O)cc1)[N+](C)([O-])CC2 (configuration not stated)
 : 9 | -5
O=C1N[C@@H](Cc2ccccc2)COC(=O)[C@H](Cc2ccc(F)cc2)C/C=C\C[C@@H]1CC(=O)N(CCO)Cc1ccccc1
 : -10 | -2
CC(=O)N1CCN(c2ccccc2NC(=O)c2ccco2)CC1
 : 7 | -7
O=C(CSc1nnnn1C1CCCCC1)N1CCN(C(=O)c2ccco2)CC1
 : -5 | -8
COc1cccc(NC(=O)Nc2ccc3c(c2)nnn3C)c1
 : 8 | -8
COC(=O)Cn1c(=NC(=O)CSCC(=O)Nc2cc(C)on2)sc2ccccc21
 : 6 | -13
COc1ccc(C(C)=O)cc1CON=C1CSCc2ccccc21
 : 15 | 2
O=C(Nc1ccccc1)c1cc2ccccc2s1
 : -13 | 3
CNC(=O)c1c(NC(=O)C2=COCCO2)sc2c1CCC(C)C2 (configuration not stated)
 : 15 | -8
Cc1cccc(NC(=O)c2nc[nH]c2C(=O)NCCCCNC(=O)c2[nH]cnc2C(=O)Nc2cccc(C)c2)c1
 : 78* | -23*
COCCCN1C(=O)C(O)=C(C(C)=O)C1c1ccccn1 (configuration not stated)
 : -6 | -6
CN(C)S(=O)(=O)c1cccc(NC(=O)c2ccc3nccnc3c2)c1
 : 2 | 7
CC(=O)N1CCc2cc(S(=O)(=O)CCC(=O)N3CCc4ccccc4C3)ccc21
 : 0 | -8
O=C(Nc1nnc(Cc2ccc(Cl)cc2)s1)C1CCCO1 (configuration not stated)
 : -14 | 10
CCCCNC(=O)CCC(=O)Nc1ccc2nc(N3CCN(C)CC3)cc(C)c2c1
 : 1 | -1
Cc1ccc(C(=O)N2CCC(C)CC2)cc1S(=O)(=O)N1CCCCC1
 : -4 | -1
CCOC(=O)c1ccc(/[N+]([O-])=C/c2ccccc2)cc1
 : 9 | 0
O=C(Cn1cc(C(F)(F)F)ccc1=O)N1CCN(S(=O)(=O)c2ccccc2)CC1
 : 14 | -12
COc1ccc(C(=O)NC2CCCCC2)cc1S(=O)(=O)N1CCCC1
 : 7 | -4
CCOc1ccc2c(S(=O)(=O)O)cccc2c1[N+](=O)[O-]
 : -7 | 7
CCOc1ccc(C(=O)COC(=O)c2c(-c3ccccc3)noc2C)cc1
 : -26 | 9
CC(=O)NC(CCS(C)(=O)=O)C(=O)Nc1cccc(Cl)c1Cl (configuration not stated)
 : 0 | -6
C(=C\c1ccccc1)/CSc1ccccn1
 : 6 | 1
Cc1ccc(NC(=O)c2ncn(CCCNCC3CCCO3)n2)cc1C (configuration not stated)
 : 7 | -5
Cc1ccc(-c2nc3cccnc3s2)cc1NS(C)(=O)=O
 : 9 | 5
CN(C)S(=O)(=O)c1ccc(-c2csc(-c3cccnc3)n2)cc1
 : -26 | 0
CC(O)c1nc2ccccc2n1C/C=C/c1ccccc1 (configuration not stated)
 : -17 | 4
CSc1ccccc1OCc1cc(C(=O)N(C)Cc2ccc3nsnc3c2)no1
 : -7 | 1
O=C(Nc1ccc(F)c(Cl)c1)Nc1nnc([C@@H]2O[C@H](CO)[C@@H](O)[C@H]2O)s1
 : -6 | -7
Cc1cc(F)ccc1C(O)c1ncc(-c2ccccc2)[nH]1 (configuration not stated)
 : -2 | 2
COC(=O)c1cc2c([nH]c1=O)CCCC2=O
 : 5 | -7
CC(=NCCc1ccccc1)C1=C(O)C(c2ccccc2)OC1=O (configuration not stated)
 : -18 | 8
Cc1ccc(C(=O)CSc2nc(C)cc(=O)[nH]2)cc1
 : -10 | 0
CCC(C(=O)Nc1cccnc1)c1ccccc1 (configuration not stated)
 : 1 | -9
O=c1[nH]ncc2c3ccccc3n(Cc3cccc(Cl)c3)c12
 : -6 | 3
O=C1c2cccc3c(O)ccc(c23)C(=O)N1Cc1ccco1
 : -8 | -4
O=[N+]([O-])c1cccc(-c2ccc(CN3CCCCC3)o2)c1
 : -2 | -2
O=S(=O)(NCCc1csc(-c2cccnc2)n1)c1cc(F)ccc1F
 : -4 | -1
CC(=O)C1=C(O)C(=O)N(CCc2c[nH]c3ccccc23)C1c1cccc(O)c1 (configuration not stated)
 : -4 | 13
Cc1ccc(S(=O)(=O)N2CCOC2CNC(=O)C(=O)NCc2ccc3c(c2)OCO3)cc1 (configuration not stated)
 : 3 | -8
Cc1cnc(C(=O)OCC(=O)N(CC(C)C)C2CCS(=O)(=O)C2)cn1 (configuration not stated)
 : 5 | 3
O=C(Nc1ccc(C(F)(F)F)cc1)c1ccccc1Br
 : 4 | -4
OCCN1CN=C(Nc2nc3ccccc3s2)NC1
 : 3 | 6
Cc1cnc(C(=O)OCC(=O)Nc2c(Cl)cc(Cl)cc2Cl)cn1
 : 11 | -6

Continued; it opens with the 7 that closed the last part.
Screens in order: TAG inh | TAG inh DAPI viability
O=S(=O)(NCCc1csc(-c2cccnc2)n1)c1cc(F)ccc1F
 : -4 | -1
CC(=O)C1=C(O)C(=O)N(CCc2c[nH]c3ccccc23)C1c1cccc(O)c1 (configuration not stated)
 : -4 | 13
Cc1ccc(S(=O)(=O)N2CCOC2CNC(=O)C(=O)NCc2ccc3c(c2)OCO3)cc1 (configuration not stated)
 : 3 | -8
Cc1cnc(C(=O)OCC(=O)N(CC(C)C)C2CCS(=O)(=O)C2)cn1 (configuration not stated)
 : 5 | 3
O=C(Nc1ccc(C(F)(F)F)cc1)c1ccccc1Br
 : 4 | -4
OCCN1CN=C(Nc2nc3ccccc3s2)NC1
 : 3 | 6
Cc1cnc(C(=O)OCC(=O)Nc2c(Cl)cc(Cl)cc2Cl)cn1
 : 11 | -6
COc1ccc([C@@H](OC)[C@@]2(Cc3ccc(O)cc3)N=C(N)N(C)C2=O)cc1
 : -11 | 2
CON(C)c1nc(OCCNC(=O)COc2ccc(Cl)cc2C)nc(N(C)C)n1
 : -6 | -2
COc1ccc(NS(=O)(=O)c2cc(NC(=O)C3CC3)ccc2N2CCCCC2)cc1
 : 31 | -7
Cc1cccc(C)c1NC(=O)CNC(=O)c1ccc2nc[nH]c2c1
 : 5 | -8
Cc1cc(C)nc(SCc2cn3ccccc3n2)n1
 : -1 | 4
CC(Oc1cccc([N+](=O)[O-])c1)C(=O)NCCC1=CCCCC1 (configuration not stated)
 : -33 | 8
COc1ccc(F)cc1S(=O)(=O)NCCN1CCOCC1
 : -9 | -4
Cn1c(C(=O)OC(C(=O)NC2CCCCC2)c2cccnc2)cc2sccc21 (configuration not stated)
 : 26 | 3
COC(=O)c1sccc1NC(=O)CC1C(=O)NCCN1C(=O)Nc1ccc(F)cc1F (configuration not stated)
 : 6 | 1
CC(C)c1ccc(-n2nc3ccc(N)cc3n2)cc1
 : 12 | i
CCOc1ccc(N2CC(C(=O)Nc3ccccn3)CC2=O)cc1 (configuration not stated)
 : -5 | -6
COc1ccc(CN2CCC3CC2c2cc(-c4cccc(C)c4)ccc23)cc1 (configuration not stated)
 : -15 | 16
Cn1cncc1C#Cc1c(C=O)n(C)c2ccccc12
 : 19 | -3
CC1CC(C)(C)NC(=S)O1 (configuration not stated)
 : -8 | 5
CC/C(=N/N=C(/CC)c1ccc(O)cc1)c1ccc(O)cc1
 : -2 | -7
Cc1ccc(-n2nnnc2-c2ccccc2)cc1
 : 12 | -3
O=C(NNC(=O)c1ccc(Cl)c(S(=O)(=O)Nc2ccc(Cl)cc2)c1)c1ccc(=O)[nH]c1
 : 1 | 3
CC(C)(C)c1ccc(C(=O)N2CCC2(C)C(=O)Nc2ccc3nc[nH]c3c2)cc1 (configuration not stated)
 : -30 | -2
Cc1ccc(Cl)cc1NC(=O)c1cc2ccccc2cc1O
 : 0 | 5
O=C(c1ccoc1)N1CCN(c2cc(-c3cccnc3)nc3cc(-c4cccc(Cl)c4)nn23)CC1
 : 52* | 82*
O=C(NCCc1ccc(F)cc1)c1cccs1
 : -3 | -3
Nc1nc(-c2ccco2)c(-c2ccco2)s1
 : 3 | 5
O=C(CN(C(=O)Cn1nnc(-c2cccs2)n1)c1ccc2c(c1)OCCO2)NCC1CCCO1 (configuration not stated)
 : -4 | 14
O=C(O)c1cccc2c1-c1ccc(Cl)cc1C2=O
 : 5 | -4
CSc1nc(Nc2ccc(Cl)cc2)c(C#N)c(=O)[nH]1
 : -7 | -4
Cc1ccc(C)c(N(CC(=O)NCc2ccc3c(c2)OCO3)C(=O)CCC(=O)Nc2ccccn2)c1
 : -7 | -7
O=C(CN1CCN(CC(=O)Nc2ccccn2)CC1)Nc1ccccn1
 : -5 | 12
COCCN1C[C@@H](CO)O[C@@H](n2cnc3c(NC(C)C)ncnc32)C1
 : -6 | -2
COc1ccc(-c2nn(-c3ccccc3)cc2C(=O)OCC(=O)c2ccc(C)c([N+](=O)[O-])c2)cc1
 : 10 | -5
CCCCNC(=O)C1CC(c2cccc(F)c2)=NO1 (configuration not stated)
 : 13 | -3
COCCN(C(=O)COC(=O)c1ccc2[nH]c(C)c(C)c2c1)c1c(N)n(Cc2ccccc2)c(=O)[nH]c1=O
 : 22 | -5
Cn1cccc1C(=O)OCC(=O)N1CCc2ccccc21
 : 3 | -6
O=S(=O)(c1ccc(Cl)c(S(=O)(=O)N2CCCC2)c1)N1CCCC1
 : -2 | 0
C/C=C/c1cnc2c(c1)C(=O)N([C@H](C)CO)C[C@@H](C)[C@@H](CN(C)C(=O)NC1CCCC1)O2
 : -26 | 6
COc1cccc2cc(S(=O)(=O)c3ccc(C)cc3)/c(=N/NS(=O)(=O)c3ccc(C)cc3)oc12
 : 4 | -12
CCN1C[C@@H]2[C@@H]3C(=O)N(C)C(=O)[C@@H]3[C@](C)(C1=O)N2C(=O)c1ccc(Br)cc1
 : 9 | 12
CCN(CC)CCNC(=O)c1ccc(NC2=NC3CS(=O)(=O)CC3S2)cc1 (configuration not stated)
 : 9 | 8
CCN(CC)S(=O)(=O)c1ccc(NS(=O)(=O)c2cccc(C)c2)cc1
 : -4 | 6
O=C(CN1CCN(C/C=C/c2ccccc2)CC1)Nc1ccc(F)cc1F
 : 12 | -13
CCCCN(C(=O)CN1C(=O)C2CCCCC2C1=O)c1c(N)n(Cc2ccccc2)c(=O)[nH]c1=O (configuration not stated)
 : 7 | -2
Cc1cccn2c(=O)c3cc(C#N)c(=O)n(CCCN4CCOCC4)c3nc12
 : 15 | 28
CCOC(=O)C(Cc1ccc(NC(C)=O)cc1)N1C(=O)c2ccccc2C1=O (configuration not stated)
 : -8 | 1
Cc1ccc(S(=O)(=O)c2ccsc2NC(=O)c2ccccc2)cc1
 : -68 | 1
Cc1nnc2ccc(-c3cccc(NC(=O)c4ccc(Br)o4)c3)nn12
 : 13 | 9
COCCN(C(=O)c1ccco1)c1nc(-c2ccc(OC)cc2)cs1
 : -7 | 14
CN(CC(=O)Nc1ccc(F)cc1[N+](=O)[O-])C1CCS(=O)(=O)C1 (configuration not stated)
 : -8 | 0
C[C@@H](CO)NC(=O)c1ccc2c3n(nc2c1)-c1ccccc1CO3
 : 20 | 4
O=C(Nc1ccc(F)cc1)Nc1nnc(Cc2ccccc2F)s1
 : -19 | 4
C=CCn1c(SCC(=O)Nc2c(C)n(C)n(-c3ccccc3)c2=O)nnc1-c1cccnc1
 : -7 | 15
Cn1c(=O)[nH]c(=O)c2c1nc(N1CCCCCC1)n2CCOc1ccccc1
 : 14 | 7
COC(=O)c1[nH]c2cc(OC)ccc2c1NC(=O)CN1CCN(c2cccc(C)c2)C(C)C1 (configuration not stated)
 : -26 | 5
O=C1CCC(C(=O)Nc2cccc3ccccc23)N1 (configuration not stated)
 : -1 | -5
Cc1ccc(C(=O)N2CC3(C(C)C)CN(C(=O)c4ccc(C)cc4)CC(C(C)C)(C2)C3=O)cc1
 : 5 | -4
CCN(CC)c1ccc(NC(=O)CCCCCN2C(=O)c3ccccc3C2=O)cc1
 : 4 | -4
O=C(O)C[C@@H](O)C(=O)O
 : 6 | 0
COc1ccc(Br)c(Cn2c(C)c(C(=O)NCc3cccc([N+](=O)[O-])c3)sc2=O)c1
 : 1 | -6
CCSCC1COC(c2cccn2Cc2ccc(C)cc2)=N1 (configuration not stated)
 : -2 | -6
CN(Cc1cccc2ccccc12)C(=O)c1cc(COc2c(F)cccc2F)on1
 : -2 | -14

From PubChem

An excerpt; the hit share may differ from the screen's.
